RAD54 inh: inhibitors of human RAD54 branch migration | hit rate 0.14% among 360,000 | inhibition, % at 10.4 µM | AID 602329 | RAD54 Holliday junction branch migration, FAM/BHQ fluorescence | Q92698;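 active means mean normalized replicate activity at least 40 and at least half of replicates scoring 40 or more; inconclusive means only one of the two criteria met; inactive means mean below 40 and under half of replicates reaching 40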;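 further: 0% = median of neutral control wells and 100% = median of positive control wells; inhibitors cause a drop in the FAM fluorescence signal; in these data hits start at about 50%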
Target sequence (Q92698 whole entry, looked up): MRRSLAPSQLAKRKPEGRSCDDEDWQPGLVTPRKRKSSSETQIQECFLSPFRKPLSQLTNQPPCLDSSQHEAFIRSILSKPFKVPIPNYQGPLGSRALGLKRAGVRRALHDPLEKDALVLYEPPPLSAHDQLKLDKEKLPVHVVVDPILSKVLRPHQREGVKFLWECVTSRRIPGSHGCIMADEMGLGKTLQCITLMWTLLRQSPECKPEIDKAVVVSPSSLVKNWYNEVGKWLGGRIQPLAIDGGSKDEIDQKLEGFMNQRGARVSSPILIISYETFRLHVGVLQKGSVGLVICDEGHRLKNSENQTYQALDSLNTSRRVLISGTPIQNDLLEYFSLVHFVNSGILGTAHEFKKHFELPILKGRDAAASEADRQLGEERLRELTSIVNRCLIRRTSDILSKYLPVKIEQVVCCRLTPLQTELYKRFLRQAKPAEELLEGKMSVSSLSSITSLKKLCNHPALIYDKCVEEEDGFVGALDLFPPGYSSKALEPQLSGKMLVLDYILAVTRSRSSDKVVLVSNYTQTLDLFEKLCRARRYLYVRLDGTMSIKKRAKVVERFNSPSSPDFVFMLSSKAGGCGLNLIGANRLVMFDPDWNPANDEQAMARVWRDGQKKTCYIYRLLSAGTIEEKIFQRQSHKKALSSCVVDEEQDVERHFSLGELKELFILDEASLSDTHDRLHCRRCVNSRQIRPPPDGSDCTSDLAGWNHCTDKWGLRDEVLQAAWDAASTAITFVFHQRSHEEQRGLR
esBAF inh: inhibitors of esBAF chromatin remodeling in mouse ES cells. Bmi1-luciferase knock-in reporter, 24 h; 100% = twice the neutral-well signal. reporter increase, % at 12.5 µM. hit rate 2% among 350,000. AID 602393; in the data active means activation above about 40%; inconclusive means no clear call, values can overlap the other calls;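 further: 0% = median of the plate's neutral control wells and 100% = double that signal; a rise in the Bmi1 reporter signal indicates esBAF inhibition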
Numbers without * were called inactive; ? = inconclusive. Not all compounds are listed; count on the stated rates, not on these rows.

Second line of a record: esBAF inh	RAD54 inh
O=C(NCC1COc2ccccc2O1)C1C2C=CC3(CN(Cc4ccccc4Cl)C(=O)C13)O2 (centres undefined)
  15	2
CCOc1ccc(C2C=C(c3ccccc3)Nc3nnnn32)cc1 (centres undefined)
  51*	-4
COCCn1c(SCC(=O)Nc2ccc(Cl)c(S(=O)(=O)N(C)C)c2)nc2ccccc21
  2	0
CC(=O)Nc1ccc(N2CCN(Cc3ccccc3F)CC2)cc1
  -4	1
Cc1ccc2cc3cc(C(=O)N4CCN(C(=O)c5ccco5)CC4)sc3nc2c1
  33	14
CCCCc1nnc(NC(=O)C=C(C)C)s1
  15	7
CC(CN(C(N)=O)c1ccccc1O)C(=O)O (centres undefined)
  9	-7
Oc1ccc2[nH]ccc2c1
  -2	-7
CCOC(=O)CCn1nc(-c2ccc(Cl)cc2)cc1N
  ?	0
O=c1oc2ccccc2c(Nc2ccc3ccccc3c2)c1[N+](=O)[O-]
  16	10
Cc1nn(Cc2ccc(C(=O)Nc3ccccc3C(F)(F)F)o2)c(C)c1Br
  7	-3
CC(=O)Nc1ccc(OC(=O)c2cccnc2)cc1
  -12	5
CCOC(=O)N1CCC(NC(=O)c2oc3c(c2C)-c2[nH]ncc2CC3)CC1
  -3	-5
Clc1ccc(Cc2nn3c(Cn4nnc5ccccc54)nnc3s2)cc1
  -22	-11
COc1ccc(Cl)cc1N(CC(=O)Nc1ccccc1C(=O)NCc1ccco1)S(C)(=O)=O
  -6	0
COc1cc2[nH]c(=S)n(Cc3ccc(C)o3)c(=O)c2cc1OC
  -11	-1
COc1ccc(NC(=O)N2CCCC2C(=O)NCc2ccc(F)cc2)cc1 (centres undefined)
  -7	-5
Cc1ccccc1OCCCCCn1ccnc1
  -26	-12
O=C(Oc1ccc(=O)n(-c2ccccc2)n1)c1ccccc1
  3	6
O=C1Nc2ccccc2C1(c1ccccc1)c1ccccc1
  5	9
Cc1cc(C)c(NC(=O)C2C3/C=C\CCCCC32)c(C)c1 (centres undefined)
  1	8
O=C(Nc1nnc(CCS(=O)(=O)c2ccc(Br)cc2)s1)c1ccc([N+](=O)[O-])cc1
  21	3
O=C(COCCOCC(=O)N(c1ccccn1)C1CCCCC1)N(c1ccccn1)C1CCCCC1
  -2	1
O=C(NC1CCCC1)C1CC(c2ccc(F)cc2)=NO1 (centres undefined)
  4	-8
O=C(NCn1ccc(=O)[nH]c1=S)c1ccccc1
  -8	0
COc1cccc(C2NC(=O)NC(C)=C2C(=O)OCCSC)c1OC (centres undefined)
  -1	-5
CC(C)CC1CC(=O)OC1(C)C(=O)CSc1nc2ccccc2s1 (centres undefined)
  26	3
COC(=O)c1cc2sccc2n1Cc1nc(-c2ccc(Cl)cc2)oc1C
  -7	-25
NC(=O)[C@@H]1CCCNc2c(I)cc([N+](=O)[O-])cc2C(=O)N[C@@H](CCC(=O)O)C(=O)N[C@@H](CO)C(=O)N1
  -5	-15
COCCNC(=O)CN1CCC(n2c(C)nc3cc(C(F)(F)F)ccc32)CC1
  2	-22

Overlap with the part before: 3 compounds; new compounds follow.
Second line of a record: esBAF inh	RAD54 inh
COC(=O)c1cc2sccc2n1Cc1nc(-c2ccc(Cl)cc2)oc1C
  -7	-25
NC(=O)[C@@H]1CCCNc2c(I)cc([N+](=O)[O-])cc2C(=O)N[C@@H](CCC(=O)O)C(=O)N[C@@H](CO)C(=O)N1
  -5	-15
COCCNC(=O)CN1CCC(n2c(C)nc3cc(C(F)(F)F)ccc32)CC1
  2	-22
Cc1ccc(S(=O)(=O)N2CCOCC2)cc1NC(=O)COC(=O)CSc1ccc(Br)cc1C
  6	2
CC(C)Oc1ccc(C(=O)NCc2cccs2)cc1
  35	-1
COc1ccc(Nc2ncc(C(=O)N3CCN(c4ccc(F)cc4)CC3)c3ccccc23)cc1
  6	-7
O=C(c1cc2n(n1)C(C(F)(F)F)CC(c1ccc(Cl)cc1)N2)N1CCCC1 (centres undefined)
  -1	-3
Cc1ccc(-c2cc(C(F)(F)F)nc(SCC(=O)c3cccc([N+](=O)[O-])c3)n2)cc1
  -3	-8
CCOC(=O)c1c(NC(=S)Nc2ccc(Cl)cc2)sc(C)c1C
  3	-8
O=C(CSC1=NCCS1)NCc1ccco1
  -2	2
COc1ccc(C(CNC(=O)CN2C(=O)NC3(CC(C)CC(C)(C)C3)C2=O)N2CCOCC2)cc1 (centres undefined)
  -8	7
Cc1ccc2c(c1)N(CC(=O)Nc1ccc3c(c1)OCCO3)C(=O)CO2
  -7	-5
COC(/C=C/Nc1ccc(C)c(C)c1)=C(C#N)C#N
  -4	-3
CCN1CCN(S(=O)(=O)c2ccc(Br)s2)CC1
  -5	13
COc1ccc2nc(-c3ccc(N)cc3)[nH]c2c1
  -46	77*
NC(=O)Cn1nnc(-c2ccc(C(F)(F)F)cc2)n1
  12	-4
O=C(Nc1ccccc1NC(=O)c1c(F)c(F)c(F)c(F)c1F)c1c(F)c(F)c(F)c(F)c1F
  -4	-6
Cc1ccc2c(c1)c(C)c(C)n2CC(O)Cn1nnc2ccccc21 (centres undefined)
  63*	4
Cc1cc(S(=O)(=O)NCC(C)C)ccc1OCC(=O)NCc1ccccn1
  19	2
COc1cc(-c2cc(=O)c3c(O)cc(O)cc3o2)ccc1O
  32	2
CSc1ccccc1N=Cc1nc(-c2ccccc2)oc1O
  52*	-2
Cc1ccc(NC(=O)CC(O)(C(F)(F)F)C(F)(F)F)cc1
  -40	-3
Cc1noc(C)c1S(=O)(=O)NC1CCCc2ccccc21 (centres undefined)
  -4	-10
c1ccc(-c2cnc(CSc3ncnc4sccc34)o2)cc1
  0	-6
COc1ccc(NC(=O)CN2CCN(CC(=O)Nc3ccccc3Cl)CC2)cc1Cl
  5	3
OCCNc1nc2ccccc2n1CCN1CCCCC1
  1	-6
CCOC(=O)/C(C#N)=C(/C)c1ccc(OC)cc1
  -5	-3
Cc1cc2nc(SCC(=O)Nc3nonc3C)c3c(c2cc1C)CCCC3
  -7	4
CCCCCCCC(=O)NNC(=O)c1ccc(F)cc1
  -1	4
CC1=C(C(N)=O)C(c2sccc2C)n2nnnc2N1 (centres undefined)
  -4	3
COc1cc(C2C(C#N)=C(N)Oc3cc(O)ccc32)cc(OC)c1OC (centres undefined)
  0	-3
CCOC(=O)C1=C(C)N(C)C(=O)NC1c1cc2c(cc1Br)OCO2 (centres undefined)
  -8	-1
CC(=O)N1CCN(c2ccc(NC(=O)c3ccc4c(c3)OCO4)cc2)CC1
  -4	-1
Cc1cc(NC(=O)CSc2nnnn2C)n(-c2ccccc2)n1
  -7	5
O=C(OC(C(=O)O)C(OC(=O)c1ccccc1)C(=O)NCc1ccccc1)c1ccccc1 (centres undefined)
  1	-5
O=C(c1ccc2c(c1)OCCO2)N(c1ccccn1)C1CCCCC1
  -1	5
CCOc1cc(C)nc(Oc2ccc(=O)[nH]n2)n1
  -2	10
COc1ccc(-c2noc(C3CCCN(S(=O)(=O)c4cccc(Cl)c4C)C3)n2)cc1OC (centres undefined)
  -1	-1
CC(=O)NC1CCCN(O)C(=O)/C=C(\C)CCOC(=O)C(NC(C)=O)CCCN(O)C(=O)/C=C(\C)CCOC(=O)C(NC(C)=O)CCCN(O)C(=O)/C=C(\C)CCOC1=O (centres undefined)
  2	-13
Cc1cc(C)nc(SCc2nnc(SCC(=O)Nc3nc(-c4ccccc4)cs3)n2C)n1
  10	3
CCOC(=O)c1ccc(NC(=O)c2cc3ccccc3o2)cc1
  25	-2
CCOc1ccc(-c2noc(CCC(=O)NC)n2)cc1OCC
  -8	2
CN(C)CCNCc1ccc(OC2CCCC2)cc1
  -7	-9
O=CN1CC(=O)N(c2ccccc2)c2c([nH]c3ccccc23)C1
  4	-11
CCC(=O)Nc1ccc(-c2nnc(SCc3ccc(C(=O)Nc4nccs4)cc3)n2CC)cc1
  26	-4
CCOC(=O)C1=C(C)N(C2CCCCC2)C(=O)C1
  1	-12
Oc1ccc2ccccc2c1C=NC12CN3CCN(CN(C3)C1)C2
  -7	-5
CC1=NN(C(N)=S)C(=O)C1N=Nc1c(C)cc(C)cc1C (centres undefined)
  13	-3
COc1c(Cl)cc(Cl)cc1C(=O)n1nc(C)cc1C
  1	-3
CNC(=O)CN(C1CCCCC1)S(=O)(=O)c1ccc(F)cc1
  -1	-4
Cc1cc(C)nc(SCc2nnc(SCc3ccccc3Cl)o2)n1
  -7	6
CCCCOP(=O)(c1ccc(N(C)C)cc1)C(O)c1ccccc1F (centres undefined)
  -6	-1
CC(C)=C1C2CC2C2C(C(=O)O)C12 (centres undefined)
  1	-2
COc1ccccc1C(C)NC(=O)c1ccc(C)o1 (centres undefined)
  1	-5
Cc1cn(CC2COC(C)(C)O2)c(=O)[nH]c1=O (centres undefined)
  -7	-2
COc1cc(NC(=O)CSCc2cnn(-c3ccccc3)c2-n2cccc2)cc(OC)c1
  16	-6
O=c1[nH]nc(Cc2ccc(Cl)cc2Cl)c2ccccc12
  8	-8
Fc1ccc(N2CCN(c3nc(-c4ccco4)cc(C(F)(F)F)n3)CC2)cc1
  -2	0
COC(=O)COc1cccc(NC(=O)c2ccc(C)cc2)c1
  3	6
Cc1ccc(-c2cnc(NC(=O)CCC(=O)N(C)Cc3ccccc3)n2C)cc1
  18	-1
O=S(=O)(c1cccc2cccnc12)n1cnc2ccccc21
  4	4
Cc1ccc(NS(=O)(=O)c2ccc(CCC(=O)N3CCOCC3)cc2)cc1
  -1	-4
O=c1cc(N2CCCCC2)nc2n1CCCS2
  14	1

More entries
Second line of a record: esBAF inh	RAD54 inh
O=C(CN1CCCN(S(=O)(=O)c2ccc(F)cc2)CC1)Nc1ccccc1Br
  6	-3
CCCC/C(C)=N/NC(=O)C(=O)NCCc1ccccc1
  -4	4
CC(=O)Nc1nn(C)c2nc3cc(C)ccc3cc12
  -7	-5
CC1(C)CC(C(=O)Nc2nccs2)CCO1 (centres undefined)
  -6	2
O=C(CSc1n[nH]c(-c2cccs2)n1)N1CCN(S(=O)(=O)c2ccccc2)CC1
  4	0
CCOCCCNC(=O)C1CCN(S(=O)(=O)N2CC(C)CC(C)C2)CC1 (centres undefined)
  -3	6
CC(C)CCNC(=O)c1ccc(CSCc2cccc(F)c2)o1
  -10	-3
Cc1ccc(S(=O)(=O)N2CCN(S(=O)(=O)N(C)C)CC2)c(C)c1
  4	0
CCN1C(=O)/C(=C2/C=CC=CN2C)SC1=S
  -7	5
COC(=O)c1[nH]c(=O)c2ccccc2c1OCc1ccccc1
  2	-28
CCOC(=O)C1CCCCN1Cc1ccccc1C(F)(F)F (centres undefined)
  -11	9
CCC(C)(C)n1nnnc1C(c1ccccn1)N1CCCCC1 (centres undefined)
  -6	3
CC(C)(C)c1ccc(C(=O)Nc2ccccc2NC(=O)c2ccco2)cc1
  -25	-13
Cc1ccc(-c2nc(-c3ccccn3)no2)cc1
  -83	-2
CCC(Sc1nc2n[nH]c(C)c2c(=N)n1-c1cc(Cl)ccc1C)C(=O)N1CCOCC1 (centres undefined)
  4	2
Cc1ccc2nsnc2c1NC(=O)c1ccc([N+](=O)[O-])o1
  7	-6
COc1ccc(CCNC(=O)c2c[nH]c3ccccc3c2=O)cc1OC
  5	-8
CC(C)CCNC(=O)CN(CCCN1CCOCC1)C(=O)Cn1nnc(-c2ccc(F)cc2)n1
  -5	1
COC(=O)c1nnc(-c2ccccc2)c(-c2ccccc2)n1
  -7	-6
COc1cccc(/C=N/NC(=O)c2csc(-n3nc(C)cc3C(F)(F)F)n2)c1
  6	4
COCCCNc1ncnc2sc3c(c12)CCC(C)C3 (centres undefined)
  12	7
COC(=O)[C@@H](NC(=O)NC1CCCc2ccccc21)C(C)C (some centres undefined)
  -1	1
COC(=O)c1c(NC(=O)CN2CCN(C(=O)c3ccco3)CC2)c2c(C)cccc2n1C
  -3	-10
COc1ccccc1-c1nc(C#N)c(N2CCN(c3ccccc3)CC2)o1
  -12	4
c1cnc2ccc(C(c3nnnn3C3CCCC3)N3CCSCC3)cc2c1 (centres undefined)
  4	-4
CC(=O)C1=C(O)C(=O)N(CCc2c[nH]c3ccccc23)C1c1ccco1 (centres undefined)
  2	-1
CN(C)C(C)(C)C#CCCCCC#CC(C)(C)N(C)C
  -5	8
CN1CCN(C(=O)c2ccccc2NC(=O)Cc2ccccc2)CC1
  2	1
COc1ccc(-c2cc(-c3ccccc3)c(C#N)c(S(C)=O)n2)cc1 (centres undefined)
  -1	8

Five consecutive records out of the list so far:
Second line of a record: esBAF inh	RAD54 inh
c1cnc2ccc(C(c3nnnn3C3CCCC3)N3CCSCC3)cc2c1 (centres undefined)
  4	-4
CC(=O)C1=C(O)C(=O)N(CCc2c[nH]c3ccccc23)C1c1ccco1 (centres undefined)
  2	-1
CN(C)C(C)(C)C#CCCCCC#CC(C)(C)N(C)C
  -5	8
CN1CCN(C(=O)c2ccccc2NC(=O)Cc2ccccc2)CC1
  2	1
COc1ccc(-c2cc(-c3ccccc3)c(C#N)c(S(C)=O)n2)cc1 (centres undefined)
  -1	8

Source: PubChem BioAssay
